Source: PubChem
GIRK2 activator: activators of NPY4-receptor-primed GIRK2 channels, summary, cell-based, HEK293, thallium flux | HEK293 GIRK2/NPY4 cells, thallium flux fluorescence | activation (% efficacy), % for hits at 37.5 µM | 34,000 tested, under 10 active | AID 1259324, 2017;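 active = primary screen hit, no activity in plain HEK293 cells, and in GIRK2-only cells above 5% efficacy rising with concentration; inactive = the rest, including fluorescent compounds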;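 note: efficacy is normalized control-subtracted fluorescence 15 s after thallium addition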
Target sequence (P48051 whole entry, looked up): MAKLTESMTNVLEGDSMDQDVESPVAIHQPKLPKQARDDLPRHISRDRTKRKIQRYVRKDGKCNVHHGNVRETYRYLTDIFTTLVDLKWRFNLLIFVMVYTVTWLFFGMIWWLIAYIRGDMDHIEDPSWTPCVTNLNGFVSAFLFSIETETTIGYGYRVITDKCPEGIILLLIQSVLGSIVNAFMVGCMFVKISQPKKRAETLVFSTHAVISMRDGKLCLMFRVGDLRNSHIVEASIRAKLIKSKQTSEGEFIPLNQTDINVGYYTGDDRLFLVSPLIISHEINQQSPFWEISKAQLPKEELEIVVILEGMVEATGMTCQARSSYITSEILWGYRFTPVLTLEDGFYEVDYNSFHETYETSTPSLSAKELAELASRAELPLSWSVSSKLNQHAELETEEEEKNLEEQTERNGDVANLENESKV
Calls only; i = inactive.

SMILES | GIRK2 activator
O=C(NCC1CCCO1)C(=O)Nc1c2c(nn1-c1ccccc1)CS(=O)(=O)C2 (configuration not stated) | i
COc1ccc(OC)c(NC(=O)C(=O)NCC(c2cccc3ccccc23)N(C)C)c1 (configuration not stated) | i
O=S(=O)(c1ccc(C2CCCCC2)cc1)n1nnc2ccccc21 | i
CCn1ccc(C(=O)Nc2nc(-c3ccccc3)c(-c3ccccc3)s2)n1 | i
CCOc1ccc(S(=O)(=O)Nc2ccc3nc(C)n(-c4ccc(F)cc4)c(=O)c3c2)c(OCC)c1 | i
CCC(=O)Nc1ccc(CC(=O)NC(C)(C)CO)cc1 | i
C=CCc1c(C)nc2c(-c3ccccc3)cnn2c1NCC1CCCO1 (configuration not stated) | i
CNC(=O)Cn1cnc2c(nnn2C)c1=O | i
Cc1nc(NC(=O)C2CN(c3nc4c(C(F)(F)F)cccc4s3)C2)sc1C | i
CCOc1cc(C(=O)Nc2ccc3scnc3c2)cc(OCC)c1OCC | i
CCc1ccc(C(=O)N(C)c2ccc(Oc3ccc(C)nn3)cc2)cc1 | i
COc1ccc2nc(-c3ccc(OC)c(NS(=O)(=O)c4ccc(F)c(C)c4)c3)cn2n1 | i
COc1cc(C(c2c(O)cc(C)[nH]c2=O)c2c(O)cc(C)[nH]c2=O)cc(OC)c1OC | i
O=C(C1CC1)N1CCOC(c2ccccc2)C1 (configuration not stated) | i
O=C(Cc1csc(NC(=O)c2ccc(=O)[nH]c2)n1)Nc1cccc(F)c1 | i
Cc1cc(NC(=O)c2ccccc2C(F)(F)F)n(-c2nc(-c3cccs3)cs2)n1 | i
O=S(=O)(CCCOc1ccc2c(c1)OCO2)NCc1ccco1 | i
CSCCC(C)(O)CNS(=O)(=O)c1ccc(F)c(F)c1 (configuration not stated) | i
O=C(NCC(F)(F)F)C1CCN(C(=O)CSCc2ccccc2)CC1 | i
COC(=O)c1ccc2c(=O)n(CCCN3CCN(c4ccc(F)cc4)CC3)c(=S)[nH]c2c1 | i
COCCNS(=O)(=O)c1cc(C)c(OC)cc1C | i
CC(=O)C(C)n1c(-c2ccccc2)cn2c3c(=O)n(C)c(=O)n(C)c3nc12 (configuration not stated) | i
Cc1ccc(C(=O)COC(=O)CCc2c[nH]c3ccccc23)c(C)c1 | i
Cn1cccc1C(CNC(=O)COc1ccccc1F)N1CCCCCC1 (configuration not stated) | i
CC(C)c1ccc(OCC(=O)N2CCN(C(=O)c3cnn4ccccc34)CC2)cc1 | i
COc1ccc(Cl)cc1S(=O)(=O)NCC(=O)N1CCOC(c2ccccc2)C1 (configuration not stated) | i
COc1ccc(S(=O)(=O)NCCOc2ccc(-c3ccc(C)cc3)nn2)c(OC)c1 | i
COc1cccc(-n2c(=O)[nH]c3c(C(N)=O)nc(-c4cccc(O)c4)nc32)c1 | i
O=C1CN(CCc2ccccc2F)C2CS(=O)(=O)CC2N1c1ccccc1 (configuration not stated) | i
O=C(NCCCn1cccc1)c1ccccc1C(=O)c1ccccc1 | i
COc1cccc2c1OC1(C)CC2NC(=O)N1CCc1ccccc1 (configuration not stated) | i
CC(Oc1ccc2c(c1)OCO2)C(=O)NCCn1nc(-c2cccs2)ccc1=O (configuration not stated) | i
CCCCn1c(-n2nc(C)cc2C)nc2c1c(=O)n(CCN1CCOCC1)c(=O)n2C | i
CCOC(=O)CNC(=O)C1CN(C(=O)c2c[nH]c3ccccc23)C1 | i
O=C1CCCN1c1cccc(NS(=O)(=O)c2ccccc2[N+](=O)[O-])c1 | i
O=C(CC1=NS(=O)(=O)c2ccccc2N1)Nc1ccc2c(c1)OCCO2 | i
O=C1CCCN(Cc2ccccc2)CC1 | i
Cc1nn(C2CCS(=O)(=O)C2)c(C)c1CC(=O)Nc1cc2ccccc2oc1=O (configuration not stated) | i
COCCN1CCC(CNC(=O)c2ccc(C(C)(C)C)cc2)CC1 | i
O=C(Nc1ccc2c(c1)OCO2)C1CCN(S(=O)(=O)c2ccc(Cl)cc2)CC1 | i
Cn1nc(NC(=O)c2ccc(Br)o2)c2c1NC(=O)CC2c1ccco1 (configuration not stated) | i
COc1cccc(N2CC(c3nc4ccccc4n3CC(=O)N3CCC(C)CC3)CC2=O)c1 (configuration not stated) | i
Cc1c(C(=O)NCc2cccs2)c(C(F)(F)F)nn1C(C)C | i
Cc1nc(C)c(C(=O)Nc2ccccc2NC(=O)c2ccccn2)s1 | i
N#Cc1ccc(COCC2CCN(C(=O)Cn3cnc4ccccc4c3=O)CC2)cc1 | i
CCSc1nc(NC(C)C)c2cnn(CCNC(=O)c3ccco3)c2n1 | i
Cc1ccnc(Nc2ccc(NCCNS(=O)(=O)c3ccc4c(c3)OCCO4)nn2)c1 | i
O=C(CN1CCC(c2nnc(-c3ccco3)s2)CC1)NCc1ccc2c(c1)OCO2 | i
O=C(Cc1ccccc1)N1CCC(c2nnc(-c3ccco3)o2)CC1 | i
Cc1cnc2c(c1SCc1ccc(C(F)(F)F)cc1)c(=O)n(C)c(=O)n2C | i
CCOC(=O)N1CCN(C(=O)CCc2csc(NC(=O)c3cccs3)n2)CC1 | i
CCn1nnc2c(Nc3ccc(C)c(Cl)c3)ncnc21 | i
Cc1cc(C)cc(N2C(=O)N(Cc3ccc(F)cc3Cl)C3CS(=O)(=O)CC32)c1 (configuration not stated) | i
O=C(CSC1CCCC1)N1CCC(Cn2cccn2)CC1 | i
O=S(=O)(c1ccccc1)N(Cc1ccsc1)Cc1ccccn1 | i
Cc1ccc(S(=O)(=O)N2CCN(Cc3nnnn3-c3ccc(Cl)cc3)CC2)cc1C | i
CC1(C)CC(=O)C2=C(C1)OC1=C(C(=O)CC(C)(C)C1)C2c1ccccn1 | i
Cc1ccsc1C(O)CNC(=O)c1ccccc1C(F)(F)F (configuration not stated) | i
NC(=O)c1oc2ccccc2c1NC(=O)C(=O)NCCc1c[nH]c2ccccc12 | i
COc1ccc(Br)cc1C(NC(=O)OC(C)(C)C)C(=O)O (configuration not stated) | i
(list continues)
SMILES | GIRK2 activator
COc1ccccc1N1CCN(C(=O)CS(=O)(=O)c2cccs2)CC1 | i
CCOC(=O)c1sc(NC(=O)C2CCN(S(C)(=O)=O)CC2)c(C(=O)OCC)c1C | i
CCOCCn1c(=NC(=O)c2cc(C)nn2CC)sc2cc(NC(C)=O)ccc21 | i
CCCCS(=O)(=O)N1CCN(CCn2nc(C)cc2C)CC1 | i
O=C(NCC1CCN(Cc2ccco2)CC1)C(=O)Nc1ccc(OC(F)(F)F)cc1 | i
CCOC(=O)c1ccc2nc(NC(=O)c3ccn(C)n3)sc2c1 | i
CC(=O)Nc1ccc(-c2ccsc2)cc1NC(=O)COc1ccc(F)cc1 | i
Cc1noc(C2CN(C(=O)Cn3cnc4ccccc4c3=O)C2)n1 | i
COc1ccc(-c2ccc(N3CCN(C(=O)c4c(F)cccc4F)CC3)nn2)cc1 | i
CCN(CC)CCN(C(=O)c1ccnn1C)c1nc2ccc(C)cc2s1 | i
NS(=O)(=O)c1ccc(NC(=O)CCCn2nc(-c3cccs3)ccc2=O)cc1 | i
COC(=O)Nc1nc(CC(=O)Nc2ccc3c(c2)OCO3)cs1 | i
CCOc1ccc(-n2nnnc2CN2CCN(C(=O)c3cccs3)CC2)cc1 | i
O=C(CSc1nnc(-c2ccncc2)o1)N1CCCCCC1 | i
NC(=O)Cc1ccc(NC(=O)Cc2cccs2)cc1 | i
O=C(NCC(=O)N1CCOC(c2ccccc2)C1)C(=O)NCc1ccccc1 (configuration not stated) | i
O=C(NCCN1CCC(c2cccs2)CC1)C(=O)Nc1cc2c3c(c1)CCC(=O)N3CCC2 | i
COc1cccc(C(=O)NCCCn2nc(-c3cccs3)ccc2=O)c1OC | i
CCn1nc(C)cc1C(=O)N=c1sc2cc(F)ccc2n1C | i
Cn1nnc2c(N3CCN(C(=O)C(c4ccccc4)c4ccccc4)CC3)ncnc21 | i
O=C(Nc1ccc(S(=O)(=O)Nc2nccs2)cc1)c1nc(-c2cnccn2)no1 | i
COC(=O)c1cc(-c2ccco2)nc2c1c(C)nn2C1CCS(=O)(=O)C1 (configuration not stated) | i
CC(C)c1nnc(C2CCN(CC(=O)Nc3ccc(OC(F)(F)F)cc3)CC2)o1 | i
Cc1ccc2oc(C(=O)NCc3ccco3)cc2c1 | i
COC(=O)c1ccsc1NC(=O)C1CN(C(=O)c2cnccn2)C1 | i
CSc1ccccc1CN1CCC(CNC(=O)/C=C/c2ccccc2)CC1 | i
CCOc1ccc(S(=O)(=O)NCC(O)(c2cccs2)C2CC2)cc1C (configuration not stated) | i
Cn1nc(-c2ccc(NS(=O)(=O)c3cccs3)cc2)ccc1=O | i
CCCc1nnc(NC(=O)CSc2ccc(NC(=O)C(C)C)nn2)s1 | i
COc1cc(-c2ccc(=O)n(CC(=O)NCCc3ccccc3)n2)cc(OC)c1OC | i
O=C(Cc1nnc(-c2cccc(F)c2)o1)NCc1cccc(C(F)(F)F)c1 | i
CS(=O)(=O)N1CCC(C(=O)NCC2(O)CCCC2)CC1 | i
COC(=O)c1ccc(CSc2ccc(-c3ccc4c(c3)OCO4)nn2)o1 | i
N#Cc1ccc(Cl)cc1NC(=O)C(=O)NCC1CCN(c2ncccn2)CC1 | i
CCOc1ccccc1NC(=O)CCn1cnc2c(cnn2-c2ccccc2)c1=O | i
CCC(C(=O)N1CC(c2nc(Cc3ccccc3OC)no2)C1)c1ccccc1 (configuration not stated) | i
CSc1cccc(C(=O)Nc2ccc3ncsc3c2)c1 | i
CCCNC(=O)c1cc(-c2ccc(OC)cc2)nc2c1c(C)nn2C1CCS(=O)(=O)C1 (configuration not stated) | i
Cc1nc2ccccc2c(=O)n1Cc1cccnc1 | i
O=C(NCC1CCN(C(=O)c2cc3ccccc3o2)CC1)c1cc(-c2ccco2)on1 | i
Cc1ccc(-c2ccc(N3CCN(C(=O)c4cccs4)CC3)nn2)cc1 | i
COc1nn(C)cc1C(=O)N1CCN(CC(=O)c2cccs2)CC1 | i
C#CC1(OCC(O)CN2CCN(c3ccccc3F)CC2)CCCCC1 (configuration not stated) | i
COC(=O)c1ccc(NC(=O)C(=O)NCC2CCN(C(=O)c3snnc3C)CC2)cc1 | i
COc1ccc(CCS(=O)(=O)NCC(O)c2ccc(C(F)(F)F)cc2)cc1 (configuration not stated) | i
Cc1ccc(NC(=O)N2CCC3(CC2)NC(=O)N(CCOc2ccccc2)C3=O)cc1F | i
COc1ccc(OCC(O)Cn2c(C3CC(=O)N(c4ccc(Cl)cc4)C3)nc3ccccc32)cc1 (configuration not stated) | i
COC(=O)c1ccc(NC(=O)c2ccc(=O)n(Cc3ccccc3)c2)cc1 | i
NC(=O)c1ccc(NC(=O)COc2ncccn2)cc1 | i
COCCCNC(=O)Cc1cc(-c2ccc3c(c2)OCO3)on1 | i
Cc1ccc(S(=O)(=O)/C(C#N)=C/N2CCN(c3ccc(F)cc3)CC2)cc1 | i
CS(=O)(=O)N1CCCCC1C(=O)Nc1nc2c(Cl)c(Cl)ccc2s1 (configuration not stated) | i
COc1cccc(C(CNC(=O)C(=O)Nc2cc(Cl)ccc2C#N)N2CCOCC2)c1 (configuration not stated) | i
CCOC(=O)C1CCN(C(=O)Cc2cc(-c3ccc4c(c3)OCO4)on2)CC1 | i
COc1ccc(Cl)cc1NC(=O)Cn1ccn(-c2ccc(F)cc2)c(=O)c1=O | i
COCCNC(=O)Cn1nc2c(c1NC(=O)c1ccco1)CSC2 | i
O=C(Nc1ccc2ncsc2c1)C1CCN(S(=O)(=O)c2ccc(Cl)s2)CC1 | i
O=C(Nc1ccncc1)C1CCN(c2ccc(-c3ccc(F)cc3)nn2)CC1 | i
COc1ccccc1OCC(=O)Nc1cccc(N2CCCCC2=O)c1 | i
COc1cn2c(cc1=O)C(=O)N(CCNC(=O)C1CC1)CC2 | i
More structures follow.
SMILES | GIRK2 activator
CCCC(=O)Nc1cc(-c2cn3nc(OC)ccc3n2)ccc1OC | i
COc1ccc(S(=O)(=O)CC(=O)Nc2nc(-c3ccc(C)c(C)c3)cs2)cc1 | i
COc1nn(C)cc1C(=O)Nc1ccc2c(c1)N(C(=O)C1CC1)CC2 | i
Cc1ccc(Nc2cc(C)nc(N3CCN(C(=O)COc4ncccn4)CC3)n2)cc1 | i
CC(C)c1cc(-n2ccnc2)n2ncc(-c3ccccc3)c2n1 | i
O=C(CC1CCCCC1)NCCCn1nc(-c2ccc(Cl)cc2)ccc1=O | i

Some of the compounds tested; rates above refer to the full screens.
